Source: PubChem BioAssay (several laboratories)
proCasp7 act – procaspase-7 activators, primary screen, counter-screen for procaspase-3 activator project, biochemical, absorbance, HTS, human. recombinant procaspase-7, Ac-DEVD-pNA absorbance 405 nm; D23A/D198A/D206A triple mutant, cannot self-cleave; scale: DMSO 0, 5 µM enzyme 100. 330,000 tested, 0.093% active. activation, % at 8.5 µM;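 active = percent activation above the screen-wide mean plus 3 SD, cut at about 25% in these data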
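System: Procaspase-7 triple mutant (PC-7 D3A); measure: % activation from two-timepoint absorbance difference, scaled to controls; times: 1 h compound preincubation, 2 h substrate cleavage, 25 °C; also added: Ac-DEVD-pNA substrate, 400 µM as added; measured by: Epi-absorbance of released pNA at 405 nm, two timepoints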
RPL19A-GFP yeast – RPL19A-GFP expression modulators in yeast, primary screen, cell-based, S. cerevisiae, multiplex flow cytometry, MLPCN; S. cerevisiae RPL19A-GFP strain, 3 h; active compounds read low; percent response vs DMSO, % at 10 µM; 330,000 tested, 0.3% active;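 active = percent response vs DMSO below 50%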;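 note: median channel GFP fluorescence of the barcoded RPL19A-GFP strain; ratio of sample median GFP to plate DMSO average so 100% = DMSO; lower means less RPL19A-GFP as with rapamycin TOR inhibition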
CIT2-GFP yeast – modulators of CIT2-GFP expression in yeast, primary screen, S. cerevisiae, GFP fusion, multiplex flow cytometry, MLPCN library; S. cerevisiae CIT2-GFP strain, 3 h; 100 means same as DMSO wells; GFP response vs DMSO, % at 10 µM; 320,000 tested, 0.065% active;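 active = GFP response relative to DMSO above a set limit, near the screen mean plus 3 SD, cut at about 150% in these data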;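 note: ratio of well median GFP fluorescence to mean of DMSO wells on the plate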
procasp3 activ – activators of human procaspase-3 D3A mutant, primary screen, biochemical, absorbance, PC-3 D3A mutant, single concentration. 330,000 tested, 0.11% active. activation, % at 8.5 µM. AID 463141, 2010. recombinant procaspase-3 D3A, Ac-DEVD-pNA absorbance 405 nm. Caspase-3 (Homo sapiens), P42574;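 active = activation above the mean of all tested compounds plus 3 SD, cut at about 21% in these data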;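 note: 0% = DMSO alone and 100% = DMSO wells spiked with extra 5 µM PC-3 D3A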
Target sequence (P42574 whole entry D9A/D28A/D175A): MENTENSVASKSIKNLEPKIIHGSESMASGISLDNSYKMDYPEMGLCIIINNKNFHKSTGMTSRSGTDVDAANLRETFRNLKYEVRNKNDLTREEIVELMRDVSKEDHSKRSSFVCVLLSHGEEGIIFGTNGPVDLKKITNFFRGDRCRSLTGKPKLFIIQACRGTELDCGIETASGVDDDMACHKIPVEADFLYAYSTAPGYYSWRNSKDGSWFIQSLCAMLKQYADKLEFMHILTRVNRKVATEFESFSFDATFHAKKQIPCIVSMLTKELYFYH
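Assay system: Procaspase-3 D3A mutant, all three cleavage aspartates alanine. Buffer or medium: Zinc-free HEPES saline buffer with Triton X-100. Times: 1 h compound preincubation, 2 h substrate hydrolysis at 25 °C. Measured by: 405 nm absorbance of p-nitroaniline, reads at 0 and 120 min. Read-out basis: percent activation relative to control range. Replicates: singlicate.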
LAP4 TOR yeast – modulators of LAP4-GFP expression in yeast, primary screen, S. cerevisiae, multiplex flow cytometry, MLPCN library | 3 h; median GFP as percent of DMSO wells | GFP response vs DMSO, % at 10 µM | 320,000 tested, 0.34% active | AID 2023, 2009;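 active = GFP response vs DMSO above a set limit, about the screen mean plus 3 SD, cut at about 150% in these data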
AGP1 TOR yeast – modulators of AGP1-GFP expression in yeast TOR pathway, primary screen, cell-based, multiplex flow cytometry, S. cerevisiae, MLPCN library | GFP response vs DMSO, % at 10 µM | 3 h; GFP as percent of DMSO wells | 320,000 tested, 0.02% active;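 active = GFP response relative to DMSO above a set limit, near screen average plus 3 SD, cut at about 150% in these data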;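 note: median GFP channel fluorescence of the gated AGP1 strain per well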
AHR activator – AHR activators, primary screen, cell-based, luminescence, luciferase reporter, human; AHR-responsive luciferase reporter cells; activation, % at 5 µM; 320,000 tested, 2.5% active; in the data active = activation above about 47%;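 note: 0% = vehicle wells and 100% = reference agonist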
Target sequence (P35869 whole entry, looked up): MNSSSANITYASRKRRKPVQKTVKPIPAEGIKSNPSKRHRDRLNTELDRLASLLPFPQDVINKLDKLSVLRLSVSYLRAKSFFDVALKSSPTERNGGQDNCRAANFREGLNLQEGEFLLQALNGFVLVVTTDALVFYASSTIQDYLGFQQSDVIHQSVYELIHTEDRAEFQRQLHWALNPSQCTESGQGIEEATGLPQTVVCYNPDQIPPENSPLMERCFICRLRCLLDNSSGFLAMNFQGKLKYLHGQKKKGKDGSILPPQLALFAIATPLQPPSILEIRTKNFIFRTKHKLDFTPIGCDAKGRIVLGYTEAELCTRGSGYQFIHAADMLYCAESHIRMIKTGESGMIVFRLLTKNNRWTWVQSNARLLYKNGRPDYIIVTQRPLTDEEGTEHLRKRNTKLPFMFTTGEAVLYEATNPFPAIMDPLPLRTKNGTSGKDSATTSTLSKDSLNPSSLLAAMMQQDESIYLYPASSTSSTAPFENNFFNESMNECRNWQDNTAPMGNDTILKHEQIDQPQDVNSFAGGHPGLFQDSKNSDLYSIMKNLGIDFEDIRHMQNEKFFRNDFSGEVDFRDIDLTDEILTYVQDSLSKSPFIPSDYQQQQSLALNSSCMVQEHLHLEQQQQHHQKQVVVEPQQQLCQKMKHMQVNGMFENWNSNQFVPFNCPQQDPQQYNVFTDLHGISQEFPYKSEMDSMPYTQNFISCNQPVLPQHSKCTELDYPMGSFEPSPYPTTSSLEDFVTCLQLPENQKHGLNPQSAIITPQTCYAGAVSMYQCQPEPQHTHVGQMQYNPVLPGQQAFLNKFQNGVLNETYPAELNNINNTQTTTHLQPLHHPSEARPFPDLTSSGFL
MEP2-GFP yeast – modulators of MEP2-GFP levels in yeast, primary screen, S. cerevisiae, multiplex flow cytometry, MLPCN library. S. cerevisiae MEP2-GFP strain, 3 h; 100% = DMSO control level. GFP response vs DMSO, % at 10 µM. 330,000 tested, 0.51% active;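 active = GFP response versus DMSO above a set limit, roughly screen mean plus 3 SD, cut at about 180% in these data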;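 note: median GFP fluorescence of the barcode-gated MEP2-GFP cells per well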
Active calls of the source: *; / = no result given. Outcome played no part in choosing rows; 3.5% or so of the library scored in one or more.

Below each compound – proCasp7 act | RPL19A-GFP yeast | CIT2-GFP yeast | procasp3 activ | LAP4 TOR yeast | AGP1 TOR yeast | AHR activator | MEP2-GFP yeast
> CC(NC(=S)Nc1ccc(OC(F)F)c(Cl)c1)C(C)(C)C (stereo not drawn)
    6 | 101 | 99 | 10 | 111 | 101 | 10 | 99
> O=C(CCCc1ccccc1)Nc1ccc(S(=O)(=O)N2CCOCC2)cc1
    2 | 95 | 104 | 5 | 121 | 105 | 0 | 99
> CNC(=S)N(Cc1ccc(OC)cc1)C1CC(=O)N(c2ccc(Cl)cc2)C1=O (stereo not drawn)
    5 | 101 | 96 | 2 | 100 | 103 | 0 | 105
> Cc1ccc(S(=O)(=O)N2CCCCC2)cc1NC(=O)COC(=O)Cc1cccc2ccccc12
    -3 | 109 | 107 | -2 | 101 | 111 | 4 | 101
> O=C(N/N=C\c1cn[nH]c1-c1ccccc1)c1cccs1
    -1 | 100 | 105 | -3 | 99 | 100 | 30 | 109
> Cc1c(Nc2cc(N3CCCCCC3)c3nonc3c2[N+](=O)[O-])c(=O)n(-c2ccccc2)n1C
    -3 | 113 | 110 | 1 | 107 | 113 | -1 | 125
> CN(C)/C=C1\C(=O)N(c2ccc(Cl)cc2)CS1(=O)=O
    18 | 99 | 106 | 3 | 100 | 105 | 2 | 99
> CC(=O)Nc1ccc(NC(=O)C2CC(=O)N(c3cccc(C)c3C)C2)cc1 (stereo not drawn)
    1 | 97 | 106 | 4 | 94 | 104 | 0 | 97
> O=C(NCc1ccc(N2CCCC2=O)cc1)C1CCC(=O)N(Cc2ccccc2F)C1 (stereo not drawn)
    8 | 103 | 103 | 4 | 106 | 103 | -1 | 103
> CCOC(=O)c1ccccc1NC(=O)CSc1nnc(Cc2cccn2C)n1-c1ccc(F)cc1
    -9 | 102 | 104 | 4 | 100 | 101 | 3 | 103
> c1cnc2ncc3sccc3c2c1
    -21 | 98 | 93 | 6 | 105 | 94 | 3 | 101
> O=C(CN1CCCCCC1)NC(c1ccccc1)c1ccccc1
    3 | 102 | 103 | -1 | 98 | 104 | -2 | 107
> Cc1cccnc1Nc1nc(-c2ccc(O)cc2)cs1
    -4 | 114 | 89 | -6 | 79 | 83 | 5 | 94
> O=C(NCc1ccc2c(c1)OCO2)c1ccc(CS(=O)Cc2cccc(Cl)c2)o1 (stereo not drawn)
    0 | 104 | 105 | 4 | 105 | 105 | 9 | 102
> S=C1N(c2ccccc2)C(c2ccccc2)N2CCCN12 (stereo not drawn)
    -10 | 96 | 107 | -5 | 85 | 100 | 1 | 97

The list continues:
Below each compound – proCasp7 act | RPL19A-GFP yeast | CIT2-GFP yeast | procasp3 activ | LAP4 TOR yeast | AGP1 TOR yeast | AHR activator | MEP2-GFP yeast
> COc1ccccc1OCC(=O)Nc1cc(S(=O)(=O)N2CCOCC2)ccc1N1CCCCC1
    -16 | 104 | 115 | -8 | 90 | 105 | 1 | 111
> C=CCn1nnnc1SCC(=O)Nc1ccccc1C(=O)OC
    -1 | 96 | 108 | -2 | 104 | 107 | 9 | 102
> COc1ccc(CC(=O)O/N=C(\N)c2ccccc2)cc1OC
    -1 | 102 | 99 | 11 | 89 | 97 | 29 | 101
> O=[N+]([O-])c1ccc(CN2CCSCC2)cc1
    -4 | 101 | 103 | -2 | 98 | 98 | 0 | 98
> Cc1cccc(NC(=O)COc2cccc3c2CCN(Cc2ccccc2)C3=O)c1C
    -7 | 100 | 96 | 1 | 96 | 96 | 10 | 93
> N#Cc1nc(COc2ccccc2Cl)oc1NCc1ccc(F)cc1
    -15 | 90 | 96 | -5 | 89 | / | 1 | 92
> OCCN1CCN(Cc2ccc3ccccc3c2)CC1
    7 | 100 | 98 | -2 | 95 | 100 | 1 | 106
> Cc1no[n+]([O-])c1COc1ccc(/C=C2\NC(=S)NC2=O)cc1
    0 | 102 | 104 | 5 | 103 | 103 | -3 | 99
> Cc1cccc(C)c1N1CCN(C(=O)Cn2cncn2)CC1
    0 | 99 | 100 | 8 | 107 | 107 | 0 | 97
> C=CCn1c(-c2ccncc2)n[nH]c1=S
    -10 | 95 | 96 | -12 | 98 | 102 | 0 | 100
> COc1cc(OC)cc(C(=O)Nc2nc(CC(=O)NCc3ccccc3OC)cs2)c1
    7 | 91 | 97 | -3 | 106 | 106 | 15 | 91
> CN(CC(=O)Nc1ccc(C#N)cc1)Cc1ccc(Cl)c(Cl)c1
    19 | 107 | 104 | 4 | 105 | 106 | -2 | 103
> CC(Oc1ccc2c(c1)c1ccnc3c4ccccc4c(=O)n2c13)C(=O)NCCN1CCOCC1 (stereo not drawn)
    7 | 100 | 100 | 5 | 107 | 102 | 4 | 109
> CCCCN(C)CCC(=O)Nc1ccc2c(c1)CCC2
    2 | 100 | 105 | -8 | 100 | 103 | 2 | 101
> CCCc1nnc(NC(=O)CCC(=O)N2CCN(c3ccccc3)CC2)s1
    15 | 101 | 104 | 3 | 96 | 105 | 2 | 106

Further records.
Below each compound – proCasp7 act | RPL19A-GFP yeast | CIT2-GFP yeast | procasp3 activ | LAP4 TOR yeast | AGP1 TOR yeast | AHR activator | MEP2-GFP yeast
> CC(C)c1ccccc1NC(=O)c1ccco1
    -9 | 101 | 95 | -3 | 86 | 100 | -1 | 106
> CCC(=O)Nc1ccc(N2CCN(C(=O)c3cccs3)CC2)cc1
    -6 | 105 | 104 | 2 | 91 | 105 | 4 | 101
> O=C(COc1cccc(F)c1)NNC(=O)Cc1ccc(S(=O)(=O)N2CCOCC2)s1
    -10 | 100 | 95 | -8 | 103 | 106 | 1 | 101
> Cc1cc(NC(=O)CCn2c(=O)sc3ccccc32)no1
    5 | 110 | 99 | 10 | 101 | 105 | -1 | 109
> Cc1cc(-c2nnc(CCC(=O)N(C)Cc3cccc4ccccc34)o2)no1
    -7 | 89 | 84 | 2 | 102 | 85 | 4 | 103
> Cc1ccn2c(CNC(C)CCn3cccn3)c(C(=O)N3CCCCCC3)nc2c1 (stereo not drawn)
    -5 | 102 | 97 | 4 | 100 | 107 | -1 | 104
> Cc1ccc(NC(=O)CN(c2ccc(Cl)cc2)S(=O)(=O)c2cc([N+](=O)[O-])ccc2Cl)cc1
    5 | 99 | 95 | 3 | 86 | 92 | -1 | 94
> CN(C)C(=O)c1ccc(NC(=O)COC(=O)/C=C/c2cccs2)cc1
    -3 | 98 | 95 | -5 | 97 | 101 | 2 | 99
> CN(C(=O)COC(=O)/C=C/c1ccc(F)cc1)c1c(N)n(Cc2ccccc2)c(=O)[nH]c1=O
    -1 | 96 | 102 | 5 | 102 | 101 | 0 | 99
> CC(C)c1ccccc1NC(=O)COC(=O)c1cc([N+](=O)[O-])ccc1N1CCOCC1
    1 | 100 | 101 | -4 | 104 | 106 | 5 | 104
> O=C(NNC(=O)c1ccc(F)cc1)c1ccncc1
    -6 | 106 | 102 | 8 | 90 | 105 | 0 | 113
> O=C(CSc1nnc(CNC(=O)c2cccs2)o1)Nc1ccccc1
    -7 | 104 | 98 | 11 | 105 | 100 | 25 | 102
> Cc1nnc(NC(=O)CSCc2c(C)noc2C)s1
    12 | 99 | 101 | -2 | 106 | 105 | -2 | 104
> NC(=NC1CCCCC1)NS(=O)(=O)c1ccccc1
    15 | 91 | 104 | 0 | 90 | 94 | 2 | 102
> O=C(NCCN1CCOCC1)c1ccc(=O)oc1
    2 | 99 | 97 | 2 | 93 | 96 | 1 | 102

Overlap with the part before: three compounds, then new ones.
Below each compound – proCasp7 act | RPL19A-GFP yeast | CIT2-GFP yeast | procasp3 activ | LAP4 TOR yeast | AGP1 TOR yeast | AHR activator | MEP2-GFP yeast
> Cc1nnc(NC(=O)CSCc2c(C)noc2C)s1
    12 | 99 | 101 | -2 | 106 | 105 | -2 | 104
> NC(=NC1CCCCC1)NS(=O)(=O)c1ccccc1
    15 | 91 | 104 | 0 | 90 | 94 | 2 | 102
> O=C(NCCN1CCOCC1)c1ccc(=O)oc1
    2 | 99 | 97 | 2 | 93 | 96 | 1 | 102
> Cc1ccc(C)c(Cn2c(O)c(N=NC(=S)Nc3ccccc3F)c3ccccc32)c1
    9 | 106 | 108 | 4 | 111 | 113 | 1 | 104
> O=C(O)CSc1c2c(nc3cc(C(=O)NCCN4CCOCC4)ccc13)CCC2
    5 | 100 | 99 | 5 | 110 | 105 | 1 | 97
> COc1cccc([C@@H]2CC=C(C(=O)O)[C@H](c3cccc(Cl)c3)N2S(=O)(=O)c2ccc(C)cc2)c1
    -12 | 99 | 111 | 10 | 135 | 87 | 0 | 88
> CCN(CC(=O)Nc1c(F)cccc1F)C(=O)C1CCN(C(=O)c2ccc(F)cc2)CC1
    4 | 99 | 97 | 4 | 107 | 108 | 0 | 101
> Nc1c(Nc2ccccc2)c2ccccc2oc1=O
    4 | 90 | 82 | -1 | 132 | 90 | 0 | 103
> COC(=O)[C@H]1[C@H](c2ccccc2)[C@H](C(=O)OC)O[C@H]1c1ccccc1
    4 | 99 | 102 | -1 | 105 | 105 | -1 | 93
> O=C(NCc1ccncc1)c1cnccn1
    6 | 97 | 104 | 0 | 92 | 99 | 2 | 97
> CN(c1ccccc1)S(=O)(=O)c1cccc(NC(=O)Cc2ccc(Cl)cc2)c1
    0 | 100 | 104 | 1 | 106 | 107 | 1 | 110
> COc1cccc(Nc2ccc(C(=O)O)cc2N)c1
    -14 | 97 | 98 | -12 | 97 | 92 | 4 | 113
> CC1(C)CC(=O)C=C(Nc2ccc(S(N)(=O)=O)cc2)C1
    7 | 101 | 104 | 5 | 104 | 106 | 1 | 106
> CSCCC(CO)NC(=O)OCc1ccccc1 (stereo not drawn)
    4 | 96 | 81 | 5 | 97 | 94 | 1 | 100
> COc1ccc(CCNS(=O)(=O)c2ccc3c(c2)CC(C)N3C(C)=O)cc1OC (stereo not drawn)
    6 | 101 | 102 | -1 | 96 | 103 | 3 | 103
> Cc1ccc(C(=O)NCC(=O)OCn2nnc3ccccc3c2=O)cc1
    -14 | 103 | 90 | 0 | 113 | 106 | -1 | 101
> Cc1ccc(NC(=O)c2ccc(S(=O)(=O)N3CCCCC3)cc2)cc1
    -7 | 102 | 105 | -7 | 101 | / | 2 | 103
> COCCN1CCN(c2cc(-c3ccccc3)nc3cc(-c4cccc(F)c4)nn23)CC1
    7 | 95 | 107 | 1 | 101 | 79 | 3 | 93
> COc1ccc(CCNC(=O)c2cc3c(=O)n(C)c4ccccc4c3n2C)c(OC)c1
    -2 | 95 | 94 | -2 | 101 | 95 | 5 | 95
> CCOC(=O)N1CCN(CC(=O)Nc2cc(OC)c(OC)cc2C#N)CC1
    -1 | 99 | 96 | 6 | 104 | 99 | -2 | 96

An excerpt of these results, with bars between the fields.
compound | proCasp7 act | RPL19A-GFP yeast | CIT2-GFP yeast | procasp3 activ | LAP4 TOR yeast | AGP1 TOR yeast | AHR activator | MEP2-GFP yeast
N#Cc1nc(COc2ccccc2Cl)oc1NCc1ccc(F)cc1 | -15 | 90 | 96 | -5 | 89 | / | 1 | 92
COc1cc(OC)cc(C(=O)Nc2nc(CC(=O)NCc3ccccc3OC)cs2)c1 | 7 | 91 | 97 | -3 | 106 | 106 | 15 | 91
